# Shiga toxin inh: blocks Shiga toxin action in Vero cells. 290,000 tested, 9.2% active. inhibition, % at 38.7 µM. AID 2315. Vero cells, Shiga toxin protein synthesis inhibition reporter; in the data active means inhibition mostly above about 28%, no sharp cut-off; inactive means mostly below about 43%; further: 0% is about no effect
# Pf growth 96h: P. falciparum growth inhibition at 96 hour, primary screen for plastid delayed-death inhibitors | 320,000 tested, 6.9% active | P. falciparum luciferase reporter growth, 96 h | Potency, µM (titrated, usually from 28.7 µM), inactives show at the highest dose activity change, negative = inhibition, actives largely listed as inhibitors; further: potency means the concentration at half of the fitted maximal effect; on the % scale 0 is the no-effect control and ±100 the full control effect
#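 Two parasite generations (96 h, 37 C, 5% CO2) of compound exposure in infected erythrocytes (0.05% parasitemia, 2% hematocrit). Luciferase-reporter P. falciparum; decreased luminescence indicates inhibited growth, aimed at apicoplast-acting delayed death.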
# LmPK inhibitor: inhibitors of Leishmania mexicana pyruvate kinase; 290,000 tested, 0.37% active; purified LmPK, Kinase-Glo ATP luminescence, 1 h; Potency, µM (doses to about 57.5 µM), without a hit: at the top dose activity change, negative = inhibition, usual class: inhibitors; further: potency means the concentration at half of the fitted maximal effect; on the % scale 0 is the no-effect control and ±100 the full control effect
# Target sequence (Q27686 whole entry, looked up): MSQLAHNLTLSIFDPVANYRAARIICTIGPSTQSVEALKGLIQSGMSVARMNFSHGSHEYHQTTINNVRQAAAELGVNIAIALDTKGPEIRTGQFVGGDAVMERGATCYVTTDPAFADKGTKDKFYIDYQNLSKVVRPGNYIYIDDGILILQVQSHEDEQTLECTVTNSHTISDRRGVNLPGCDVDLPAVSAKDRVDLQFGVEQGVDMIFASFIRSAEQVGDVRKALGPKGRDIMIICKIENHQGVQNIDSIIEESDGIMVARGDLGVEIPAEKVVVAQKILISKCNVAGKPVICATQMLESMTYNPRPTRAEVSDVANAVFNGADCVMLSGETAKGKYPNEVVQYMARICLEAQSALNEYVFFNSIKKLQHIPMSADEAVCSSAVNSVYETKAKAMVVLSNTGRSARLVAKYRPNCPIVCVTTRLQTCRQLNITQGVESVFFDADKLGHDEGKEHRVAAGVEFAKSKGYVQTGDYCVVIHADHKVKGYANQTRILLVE
#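 0.1 nM LmPK, 0.5 mM PEP, 0.1 mM ADP; 50 mM imidazole pH 7.2, 7 mM MgCl2, 50 mM KCl; 1 h RT. Kinase-Glo luminescence readout, normalized to no-enzyme (full inhibition) and uninhibited wells.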
# Pf growth 48h: inhibits P. falciparum growth in the first generation, 48 h; P. falciparum luciferase growth in erythrocytes, 48 h; Potency, µM (highest dose often 28.7 µM), inactives show at the top dose activity change, negative = inhibition, actives largely listed as inhibitors; 310,000 tested, 5.9% active; AID 504832; further: potency means the concentration at half of the fitted maximal effect; on the % scale 0 is the no-effect control and ±100 the full control effect
#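 Parasite viability was followed by luminescence of a genomically integrated firefly luciferase. Cultures held 0.1% parasitemia at 2% hematocrit (final), incubated under 5% CO2 at 37 C.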
# Tb PYK inh: inhibitors of Trypanosoma brucei pyruvate kinase; Potency, µM (doses to about 76.8 µM), inactives show at the highest dose activity, negative = inhibition, most hits filed as inhibitors; 410,000 tested, 0.12% active; Q57TT1; TbPYK enzyme, Kinase-Glo Plus ATP luminescence, 45 min; further: potency means the concentration at half of the fitted maximal effect; on the % scale 0 is the no-effect control and ±100 the full control effect; nearly all actives have a fitted effect of over 50% in size
#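 Readout: single end-point luminescence (Kinase-Glo Plus, 10 min). Reaction conditions were TbPYK/substrate plus 130 uM ADP, 45 min at RT, pH 7.2 TEA buffer. No-enzyme wells served as controls, and data were normalized before concentration-response fitting.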
# CHX counter: counter-screen for Shiga toxin inhibitors: cycloheximide protein synthesis inhibition; cell reporter, cycloheximide protein synthesis inhibition counterscreen; max response, %; 300,000 tested, 12% active; in the data active means max response mostly above about 13%, no sharp cut-off; inactive means mostly below about 14%; further: read at 38.3 µM for the half of the compounds with a filed dose; 0% is about no effect
# HCV inhibitor: blocks hepatitis C virus; Potency, µM (doses to about 41.8 µM), for inactives: top-dose activity change, negative = inhibition, most hits filed as inhibitors; 340,000 tested, 3.4% active; Huh7.5.1 HCVcc-Cre infection, luciferase reporter, 44 h; further: potency means the concentration at half of the fitted maximal effect; on the % scale 0 is the no-effect control and ±100 the full control effect
#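 Antiviral activity was scored by luciferase reporter output from cells infected with HCVcc-Cre (~0.5 moi) in presence of compound, 44 h infection period, cells seeded 1,000/well 4 h prior.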
# * hit, by the source's call; i = inactive; ? = inconclusive; / = not tested or not shown; & = joins results of further samples; [ ] = another dose, or the depositor's remark. Unless noted, the call rests on the fitted dose curve; in most records, active means well fitted curve in the direction sought with a large enough effect; inconclusive means small, poorly fitted or top-dose-only effect, or another doubt; inactive means no such curve, though single readings can be large; an effect the other way counts as inactive or inconclusive.
SMILES,Shiga toxin inh,Pf growth 96h,LmPK inhibitor,Pf growth 48h,Tb PYK inh,CHX counter,HCV inhibitor
O=C(CSc1ccccc1Cl)N1CCC(c2nc3ccccc3s2)CC1,-41,21%,2%,-2%,7%,-3,?
CCc1noc(C)c1C(=O)N(C)CC(=O)Nc1ccc(OC)cc1,/,39%[activator],/,7%,1%,/,20%
CCOc1cccc(C(=O)NC(=S)NCc2cccnc2)c1,-3,8%,0%,15%,-3%,5,?
CC(=O)Nc1cccc(Oc2cc(C#N)c(C#N)cc2N2CCOCC2)c1,-3,-1%,1%,?,4%,-1,-1%
Cn1c(SCc2ccccc2F)nnc1-c1cnccn1,111*,?,-5%,123%[activator],2%,75*,-13%
CCOC(=O)N1CCN(Cc2nc3cc(NC(=O)CC)ccc3n2C)CC1,-3,?,-20%,4%,-6%,-1,?
O=C(COC(=O)c1cccc(Oc2ccccc2)c1)NCc1ccco1,-7,/,4%,15%,2%,-4,2%
C[C@]1(OC(=O)/C=C/c2ccccc2)C[C@@H](O)[C@]2(O)C=CO[C@@H](O[C@@H]3O[C@H](CO)[C@@H](O)[C@H](O)[C@H]3O)[C@@H]21,/,22%,/,5%,1%,/,16%
CN(CC(=O)NCc1ccc(F)cc1)S(=O)(=O)c1ccc2c(c1)n(C)c(=O)c(=O)n2C,15,-9%,3%,?,-1%,2,13%
O=C(CCC(=O)c1cccs1)NCc1cccnc1,13,0%,-2%,25%,-3%,-1,0%
CC(C)[C@H](NC(=O)[C@@H]1CSC2c3ccccc3C(=O)N21)C(=O)NC1CCCCC1 (stereo partly specified),-8,?,-3%,?,0%,-4,3%
CCOC(=O)C1=C(COC(=O)Cc2ccc(Cl)cc2)NC(=O)NC1C (stereo unspecified),/,-14%,/,-20%,2%,/,8%
Cc1ccc(Nc2nnc(SCC(=O)Nc3ncc(C(F)(F)F)cc3Cl)s2)cc1,-7,?,4%,34%[activator],10%,-7,8%
Cc1ccc(Cl)cc1NC(=O)CON=C(N)c1ccccc1,/,4%,/,4%,0%,/,?
Cc1ccc(NC(=O)CSc2nnc(Cc3ccccc3)o2)cc1,11,12µM*,-7%,97%[activator],2%,4,6%
Cc1sc2nc(CN3CCN(S(=O)(=O)c4cccc5nonc45)CC3)[nH]c(=O)c2c1C,-4,/,-6%,-17%,15%,-2,7%&-2%
O=C(NCc1cccs1)c1ccc([N+](=O)[O-])cc1Cl,24,45%[activator],0%,30%[activator],-5%,11*,-1%
CCN(CCNC(=O)C1CCCN(Cc2nc(-c3ccc(OC)cc3)oc2C)C1)c1ccccc1 (stereo unspecified),30,-7%,3%,5.2µM*,-3%,29,?
Cc1nn(C)cc1S(=O)(=O)N1CCN(c2ccccc2)CC1,-8,37%[activator],5%,4%,3%,-5,?
CCC1S/C(=N/N=C/c2ccco2)N(c2ccc(F)cc2)C1=O (stereo unspecified),10,?,3%,-4%,-3%,-3,0%
Cc1cccc(C)c1NC(=O)Cn1nnnc1N,6,145%[activator],-2%,6%,-3%,-2,13%
Cc1cccc2c(N=Nc3ccc(S(=O)(=O)Nc4cccc(Cl)c4)cc3[N+](=O)[O-])c(O)[nH]c12,13,?,2%,6.6µM*,-5%,6,-4%
N=c1c(C(=O)NCc2ccc(F)cc2)cc2c(=O)n3ccccc3nc2n1Cc1ccco1,2,?,4%,21%,2%,-3,1µM*
Cc1cccc(OCC(=O)Nc2cccc(C(=O)NCC(C)C)c2)c1,12,27%,-1%,0%,-5%,-4,?
Cc1ccc(/C=C/C(=O)c2ccc(C)cc2)cc1,83*,13%,-8%,76%[activator],-1%,68*,6%
CC(C)c1ccc2oc(=O)cc(CN3CCN(c4ccc(F)cc4)CC3)c2c1,-13,/,-6%,13µM*,-4%,1,-1%
COc1ccc(OCCSc2ncnc3nc[nH]c23)cc1,36,?,1%,/,1%,37*,?
O=C(CCCn1c(SCC(=O)NCC2CCCO2)nc2ccccc2c1=O)NCC1CCCO1 (stereo unspecified),-15,?,-2%,1%,1%,-3,13%
Cc1ccc(C(=O)N/N=C\c2ccc([N+](=O)[O-])s2)cn1,-13,0.33µM*,-4%,4.1µM*,-7%,-2,-5%
CN(C)Cc1ccccc1C(O)(c1ccccc1)c1ccccc1,11,?,3%,0%,1%,-2,23%
CCN(CC)S(=O)(=O)c1ccc(C)c(NC(=O)CN2CCN(C)CC2)c1,13,-16%,-13%,9%,15%,1,15%
Cc1ccn(CCC(=O)N2CCCC(CCC(=O)NCc3ccc(F)c(F)c3)C2)n1 (stereo unspecified),7,12µM*,-8%,-11%,8%,-2,9%
CCN(CC)CCCNC(=O)CNC(=O)c1nn(-c2ccc(OC)c(OC)c2)c(=O)c2ccccc12,-2,22%,-2%,9%,0%,0,19%
CCOC(=O)N1CCC(N(CCN(C)C)C(=S)Nc2cc(Cl)cc(Cl)c2)CC1,-8,-5%,4%,?,2%,6,-4%
CCOc1ccccc1N1C(=O)CC(Sc2ncccc2C(=O)O)C1=O (stereo unspecified),1,/,6%,7%,-1%,-2,12%
O=C(C1CCCN(Cc2ccccc2C(F)(F)F)C1)N1CCCCC1 (stereo unspecified),-14,58%[activator],-2%,53%[activator],45%,-3,14%
Cc1nc(-c2ccccc2)sc1-c1ccnn1C,81*,414%[activator],-6%,i,-5%,35*,-12%
CC(=O)N1CCCc2cc(S(=O)(=O)Nc3cccc(C)c3C)ccc21,-7,?,7%,-16%,2%,2,2%
CCOc1ccc(-c2cc(C(=O)O)c3ccccc3n2)c(OCC)c1,24,?,-2%,-5%,-10%,7,?
COc1ccccc1-c1nc2cc(Cl)ccc2c(=O)n1O,14,-15%,4%,-33%[0.00184 µM],-3%,1,25%
CCN(C(=O)CSc1nnc(-c2ccc(C)cc2)n1N)c1c(N)n(Cc2ccccc2)c(=O)[nH]c1=O,/,16%,/,?,-3%,/,2%
Cn1c(NC(=O)c2ccc(S(=O)(=O)N3CCOCC3)cc2)cc(=O)n(C)c1=O,-7,42%[activator],-1%,0%,-10%,-2,11%
CC(=O)c1c(C)nc(C)nc1NC(=O)C(C)C,25,167%[activator],-3%,?,3%,0,4%
O=C(O)COc1ccccc1/C=N/Nc1ccc(S(=O)(=O)N2CCOCC2)cc1[N+](=O)[O-],-6,?,1%,?,4%,1,6%
N/C(=N\OC(=O)c1ccccc1Cl)c1cccnc1,61*,29%,?,61%[activator],-1%,38*,5%
Cc1cc(OC(=O)c2cc(Br)ccc2Cl)c([N+](=O)[O-])c(=O)[nH]1,1,94%[activator],-2%,0%,2%,-4,12%
Cc1ccc(-c2cc(C(=O)N3CCCCC3)c3ccccc3n2)cc1C,33,15%,-2%,0%,0%,23*,?
COC(=O)c1c(NC(=O)CN2CCN(C(=O)c3ccco3)CC2)c2cc(C)ccc2n1C,-11,?,6%,/,-1%,-3,12%
CC(=O)c1cc2c(cc1NS(=O)(=O)c1ccccc1)OCO2,-15,13%,7%,/,-6%,-2,-10%
CC(=O)NS(=O)(=O)c1ccc(NS(=O)(=O)c2ccc3ccccc3c2)cc1,-5,19%,5%,20%,-6%,-3,17%
O=C1CC2(CCN(C(=O)c3ccccc3F)CC2)Oc2ccccc21,/,28%,/,?,0%,/,-4%
CSCC(C)N1CCC(n2nccc2NC(=O)CCOc2ccccc2)CC1 (stereo unspecified),27,?,-2%,-3%,-1%,1,-4%
O=C(CCCc1nc(-c2ccc(Cl)cc2)no1)NCC1CCCO1 (stereo unspecified),16,-47%,2%,18%,-5%,-4,?
CNc1nc(SC)nc2ccccc12,4,5%,2%,-24%,-14%,-4,?
Nc1ccc(C(=O)OCC(=O)NC2CCCc3ccccc32)cc1[N+](=O)[O-] (stereo unspecified),-12,?,2%,/,-4%,-2,-9%
COc1ccc(S(=O)(=O)NCC(c2cccnc2)N2CCN(c3ccc(F)cc3)CC2)cc1C (stereo unspecified),-6,237%[activator],2%,4.7µM*,-12%,-5,-8%
COc1ccc(S(=O)(=O)Nc2cc(C)ccn2)cc1OC,-20,/,0%,5%,-7%,-4,-15%
CC(=O)Nc1ccc(NC(=O)C(C)N(C)CC(=O)Nc2ccccc2Br)cc1 (stereo unspecified),-9,-7%,1%,-25%[0.00184 µM],-1%,-2,2%
COCCSc1nnc(NC(=O)Cc2ccccc2OC)s1,9,/,-7%,-7%,1%,6,-6%
CCOC(=O)C1(C)NC(c2ccco2)C2C(=O)N(CC)C(=O)C21 (stereo unspecified),-3,2.9µM*,5%,-3%,3%,-1,14%

# An excerpt from above, reduced to CHX counter:
compound,CHX counter
O=C(CCCc1nc(-c2ccc(Cl)cc2)no1)NCC1CCCO1 (stereo unspecified),-4
Cc1ccc(-c2cc(C(=O)N3CCCCC3)c3ccccc3n2)cc1C,23*
Nc1ccc(C(=O)OCC(=O)NC2CCCc3ccccc32)cc1[N+](=O)[O-] (stereo unspecified),-2
COCCSc1nnc(NC(=O)Cc2ccccc2OC)s1,6

# Additional records follow.
SMILES,Shiga toxin inh,Pf growth 96h,LmPK inhibitor,Pf growth 48h,Tb PYK inh,CHX counter,HCV inhibitor
CC(=O)OCCOc1nc(N(C)C)nc(N(C)C)n1,-4,?,2%,3%,-2%,1,-7%
CCOCCCNC(=O)c1cccs1,-6,/,-6%,8%,-7%,-2,1%
CCOC(=O)N1CCN(C(=O)c2ccc3c(SCC(=O)O)c4c(nc3c2)CCCC4)CC1,-9,12µM*,0%,-5%,0%,-1,31%[activator]
Cc1cc(Oc2ccc(=O)[nH]n2)nc(Cl)n1,47*,358%[activator],-1%,232%[activator],1%,35*,16%
NC(=S)N/N=C/c1ccc(-c2cc(Cl)ccc2Cl)o1,-8,4.7µM*,2%,/,-19%,-3,?
Cc1c(Cc2ccc3c(c2)OCO3)sc(NC(=O)c2ccccc2)c1C(N)=O,-16,-3%,0%,17%,-7%,-2,-9%
O=C1CCC(=O)N1c1ccccc1OS(=O)(=O)c1ccccc1,-14,20%,-8%,20%,1%,-3,31%[activator]
C/C(=N/NC(=O)c1cccc(N2CCCC2=O)c1)c1ccc(Br)cc1,8,36%[activator],-10%,?,3%,-2,-18%
CC(/C=N/NC(=O)Cc1cccn1C)=C\c1ccco1,13,48%[activator],-1%,17%,-17%,12,-3%
Cc1c(CN2CCCC(C(=O)Nc3cccc(-n4cccn4)c3)C2)cnn1C (stereo unspecified),5,13µM*,1%,-25%,3%,5,?
CCCCC(=O)N/N=C/c1c(O)n(CC)c(=S)n(CC)c1=O,-6,-30%,-3%,-23%,6%,-8,?
COC(=O)Cc1c(C)c2ccc(OCC(C)=O)c(C)c2oc1=O,92*,/,-10%,171%[activator],-11%,43*,7%
CCO[C@H]1OC(C(=O)NCc2nc3ccccc3[nH]2)=C[C@@H](c2csc3ccccc23)[C@@H]1CCCO,3,10µM*,11%,10µM*,2%,-2,1µM*
COc1ccc(NC(=O)COC(=O)c2c(C)noc2C)c(OC)c1,-9,?,-1%,/,1%,-4,-8%

# From PubChem BioAssay
